VP16 counter: Gal4-VP16 reporter inhibition counter-screen | Drosophila S2 Gal4-VP16 UAS-luciferase, luminescence, 20 h | Potency, µM (highest dose often 53.6 µM), inactives show at the top dose activity, negative = inhibition, most hits filed as inhibitors | 3.5% of 310,000 active | AID 2546;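 further: Gal4-VP16 expression switched on by copper sulfate through the metallothionein promoter; potency means the concentration at half of the fitted maximal effect; on the % scale 0 is the no-effect control and ±100 the full control effect; nearly all actives have a fitted effect of over 50% in size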
PKM2 act: activators of human pyruvate kinase M2; P14618; purified PKM2, Kinase-Glo ATP luminescence, activation; response scale: 0% is enzyme alone, no compound; Potency, µM (highest dose often 57.5 µM), for inactives: at the highest dose activation, most hits filed as activators; 0.34% of 260,000 active; AID 1631; further: potency means the concentration at half of the fitted maximal effect; on the % scale 0 is the no-effect control and ±100 the full control effect; nearly all actives have a fitted effect of over 55% in size
Target sequence (P14618 whole entry, looked up): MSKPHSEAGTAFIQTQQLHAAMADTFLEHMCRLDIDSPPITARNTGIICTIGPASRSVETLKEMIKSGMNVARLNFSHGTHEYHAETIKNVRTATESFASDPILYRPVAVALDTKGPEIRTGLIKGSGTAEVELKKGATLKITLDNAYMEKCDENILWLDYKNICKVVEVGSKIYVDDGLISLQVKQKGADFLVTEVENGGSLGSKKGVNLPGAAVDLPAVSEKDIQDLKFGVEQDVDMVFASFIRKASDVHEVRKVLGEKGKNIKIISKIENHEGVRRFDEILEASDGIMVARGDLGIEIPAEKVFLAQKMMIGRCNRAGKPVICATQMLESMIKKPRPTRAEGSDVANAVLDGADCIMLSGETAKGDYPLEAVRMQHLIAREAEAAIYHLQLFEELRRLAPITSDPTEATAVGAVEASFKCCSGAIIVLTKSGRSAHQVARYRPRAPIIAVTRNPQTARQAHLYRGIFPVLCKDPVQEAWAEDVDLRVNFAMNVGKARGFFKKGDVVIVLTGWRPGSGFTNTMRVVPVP
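ATP formation by purified human PK-M2, quantified via coupled luciferase luminescence after 1 h at room temperature with 0.1 mM ADP and 0.5 mM PEP final.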
FLuc counter: firefly luciferase modulation, counter-screen for miR-21 project; 6.9% of 360,000 active; Potency, µM (highest dose often 57.5 µM), without a hit: at the highest dose activity change, negative = inhibition, hits mostly inhibitors; purified FLuc, Km substrates, luminescence inhibition; P08659; AID 588342;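 further: potency means the concentration at half of the fitted maximal effect; plate controls were vehicle for no effect and reference inhibitor for full effect; nearly all actives have a fitted effect of over 55% in size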
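Biochemical qHTS of compounds, final roughly 60 µM downward over six points, against 10 nM purified firefly luciferase using Km concentrations of substrates (10 uM D-luciferin, 10 uM ATP) in Tris acetate pH 7.5 buffer; luminescence output.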
RORgamma inh: ROR gamma (mouse) transcription inhibition | AID 2551 | Potency, µM (doses to about 53.6 µM), for the others: at the top dose activity change, negative = inhibition, usual class: inhibitors | P51450 | 5.4% of 310,000 active | Drosophila S2 Gal4-RORgamma UAS-luciferase reporter, 20 h; further: potency means the concentration at half of the fitted maximal effect; on the % scale 0 is the no-effect control and ±100 the full control effect; nearly all actives have a fitted effect of over 60% in size
Target sequence (P51450 whole entry, looked up, the tested form may be a part): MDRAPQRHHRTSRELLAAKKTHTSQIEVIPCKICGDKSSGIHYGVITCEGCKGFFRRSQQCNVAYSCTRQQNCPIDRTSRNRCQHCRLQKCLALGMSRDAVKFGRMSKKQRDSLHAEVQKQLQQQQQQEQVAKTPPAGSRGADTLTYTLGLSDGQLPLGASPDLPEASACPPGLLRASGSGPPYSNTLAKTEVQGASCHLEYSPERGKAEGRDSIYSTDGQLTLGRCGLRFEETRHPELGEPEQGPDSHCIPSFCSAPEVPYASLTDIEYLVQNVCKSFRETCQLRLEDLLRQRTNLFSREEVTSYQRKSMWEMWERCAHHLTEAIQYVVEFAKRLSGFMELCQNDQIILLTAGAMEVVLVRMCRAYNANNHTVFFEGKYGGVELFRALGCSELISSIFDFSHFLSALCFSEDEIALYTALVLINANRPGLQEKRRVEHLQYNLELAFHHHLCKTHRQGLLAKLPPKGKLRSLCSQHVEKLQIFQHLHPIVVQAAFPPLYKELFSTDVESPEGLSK
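Drosophila Schneider cells stably carrying a metallothionein-driven Gal4 DBD–ROR gamma fusion and a UAS-Photinus luciferase reporter were exposed to compound for 1 hr, then induced with copper sulfate (700 uM final) for 20 hr at ambient temperature before luminescence reading.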
BRCA1 expr act: increases BRCA1 expression; AID 624202; Potency, µM (doses to about 46.1 µM), without a hit: at the top dose activation, usual class: activators; 1.1% of 380,000 active; MCF7-BRCA1-FFLuc reporter, luminescence, 48 h; response scale: scaled: vehicle 0%, 10 µM genistein 100%; further: potency means the concentration at half of the fitted maximal effect; nearly all actives have a fitted effect of over 80% in size; some results filed as inactive show a strong effect at the top dose
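First, MCF7-BRCA1-FFLuc cells (2000/well) attach for 2 h; next, compounds are pin-added and incubated 48 h at 37 °C; finally, luciferase reagent is added and luminescence read after 15 min.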
p53 reactivation: mutant p53 re-activation in reporter cells; AID 504706; Potency, µM (titrated, usually from 92.2 µM), for inactives: at the top dose activity change, positive = activation, most hits filed as activators; H1299 p53-A138V BP100-luciferase reporter, luminescence, 24 h; 0.063% of 320,000 active; further: potency means the concentration at half of the fitted maximal effect; % of control where 0% means no effect; nearly all actives have a fitted effect of over 45% in size
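p53-null H1299 cells stably carrying temperature-sensitive p53-A138V and a BP100-luciferase reporter were pinned with compounds (4-point, 1:5 series) and held 24 hrs at 37 deg C. Luminescence was read 10 min after detection reagent.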
Rab9 prom act: Rab9 promoter activation; Huh7 Rab9 promoter-luciferase reporter, luminescence, 24 h; 2.8% of 320,000 active; Potency, µM (doses to about 9.22 µM), without a hit: at the top dose activation, negative = inhibition, most hits filed as activators; AID 485297; further: potency means the concentration at half of the fitted maximal effect; % of control where 0% means no effect; nearly all actives have a fitted effect of over 60% in size
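Rab9 promoter-driven luciferase in stably transfected Huh7 cells; 1500 cells/well rested 2 h, exposed to compound in DMSO for 24 h at 37 °C, 5% CO2. Luminescence read 10 min after adding luciferase reagent at ambient temperature.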
Giardia kill: kills Giardia lamblia; Giardia lamblia trophozoite viability; activity change, % at 7.66 µM, hits read low; 0.15% of 340,000 active; in the data active means activity change below about -80%; inconclusive means between about -30% and that limit;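 further: parasites exposed to compound for two days anaerobically before the ATP read; on the % scale 0 is the no-effect control and ±100 the full control effect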
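Viability, read as ATP luminescence: trophozoites at 100 cells/well, compound added, 48 hrs anaerobic at 37 deg C, then 15-30 min room-temperature development before reading.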
NPC1 promoter act: activators of NPC1 promoter | Huh7 NPC1 promoter luciferase reporter, 24 h | Potency, µM (series often up to 9.22 µM), for inactives: top-dose activation, most hits filed as activators | 2.4% of 320,000 active | AID 485313;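 further: potency means the concentration at half of the fitted maximal effect; % of control where 0% means no effect; nearly all actives have a fitted effect of over 60% in size; reporter is driven by a mutant NPC1 promoter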
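Huh7 reporter cells (NPC1 promoter driving luciferase) are dosed with compound for 24 h at 37 °C, 5% CO2; luciferase detection reagent is then added and luminescence measured after 10 min at ambient temperature.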
ELG1 genotoxic: inducers of genotoxicity in HEK293T ELG1-luciferase cells; HEK293T ELG1-luciferase reporter, luminescence, 16 h; Potency, µM (doses to about 46 µM), without a hit: at the top dose activity change, positive = activation, most hits filed as activators; 1.3% of 330,000 active; further: potency means the concentration at half of the fitted maximal effect; % of control where 0% means no effect; nearly all actives have a fitted effect of over 60% in size
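Reporter readout depends on ELG1 protein level, which increases with genetic stress. After 16 hr compound exposure at 37 °C, luciferase activity was quantified using ONE-Glo.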
Menin MLL FP TR: displaces Texas Red mutant MLL peptide from human menin | Potency, µM (titrated, usually from 61.6 µM), for the others: at the top dose FP activity change, negative = inhibition, actives largely listed as inhibitors | Menin + Texas Red MLL mutant peptide, fluorescence polarization | 0.23% of 270,000 active | O00255; active means well fitted inhibition curve with a large enough effect in the polarisation, with a control signal flat, not every such curve was filed as active; inconclusive means small, poorly fitted or top-dose-only effect, or effect the other way, or a change in a side signal; inactive means no such curve, though single readings can be large or run the other way; the % refers to the polarisation; further: potency means the concentration at half of the fitted maximal effect; % of control where 0% means no effect; many of its hits are not listed in these tables
Numbers without * were called inactive; u = inconclusive; x = no result given; & = joins results of further samples; [ ] = another dose, or the depositor's remark. Unless noted, the call rests on the fitted dose curve; in most records, active means well fitted curve in the direction sought with a large enough effect; inconclusive means small, poorly fitted or top-dose-only effect, or another doubt; inactive means no such curve, though single readings can be large; an effect the other way counts as inactive or inconclusive. An excerpt; count on the stated rates, not on these rows.

SMILES	VP16 counter	PKM2 act	FLuc counter	RORgamma inh	BRCA1 expr act	p53 reactivation	Rab9 prom act	Giardia kill	NPC1 promoter act	ELG1 genotoxic	Menin MLL FP TR
COc1cc2[nH]c(=O)n(CCC(=O)N3CCN(Cc4ccc5c(c4)OCO5)CC3)c(=O)c2cc1OC	-5%	0%	5%	14%	8%	0%	13%	1	-43%[inhibitor]	-8%	-18%
C=CCSc1nc(O)c(CC)c(=O)n1C(C)CC (centres undefined)	0%	-3%	4%	u	1%	-11%	8%	-12	2%	0%	0%
NS(=O)(=O)c1cc(Cl)c(Cl)c(S(N)(=O)=O)c1	0%[17 µM]	x	-2%	4%[2.98 µM]	0%	1%	-3%	9	2%	0%	2%[24.8 µM]
O=C(CS(=O)(=O)Cc1ccccc1)N1CCN(Cc2ccc3c(c2)OCO3)CC1	2%	7%	5%	30%	-31%	-2%	-2%	-15	-3%	-5%	-19%
Cc1ccc(C(=O)CCC(=O)OC(C)C(=O)NC2CCCCC2C)cc1 (centres undefined)	x	x	-2%	x	1%	4%	1%	4	2%	1%	x
COc1ccc(CNS(=O)(=O)c2cc3c(cc2Cl)NC(=O)CO3)cc1	-1%	2%	1%&-8%	-19%	-14%	10%	2%	-8	0%	0%	-18%
CCOC(=O)C1CCCN(C(=S)Nc2cc(C)cc(C)c2)C1 (centres undefined)	u	-5%	-1%	11µM*	1%	-3%	2%	-11	2%	-7%	x
CCCCCCSc1cc(-c2nc3ccc(C)cn3c2NCc2ccccc2)ccc1OC	x	x	-4%	x	-20%&-7%	11%	-3%	-5	-4%	-10%	x
CCCc1nnc(NC(=O)CSc2nnc(-c3ccco3)n2C)s1	-1%	-5%	2%	36%	-3%	3%	2%	-23	0%	7%	-9%
Cc1[nH]c(=O)[nH]c(=O)c1/C=C/C(=O)OCC(C)C	-8%	-3%	-12%	23%	-3%	-11%	-3%	-13	-1%	5%	-6%
NC(N)=S	0%	x	x	-21%	24%	2%	x	4	x	-3%	x
CCCOC(=O)c1c(NC(=O)/C=C/c2cnn(C)c2C)sc(C(=O)OC)c1C	-2%	-1%	-2%	28%	7%	-14%	-6%	-4	0%	-1%	-16%
CSc1oc(-c2ccccc2)nc1S(=O)(=O)c1ccc(F)cc1	-1%	27%	0%	u	-30%	12%	-4%	0	0%	-12%	-3%
CCOC(=O)CNC(=O)Cc1ccc(Cl)cc1	7%	-2%	0%	22%	4%	-1%	-1%	-2	-5%	-1%	x
CCOC(=O)C1(Cc2ccc(Cl)cc2)CCN(C(=O)c2sc(C)nc2C)CC1	-17%	3%	0%	u	-5%	-2%	-15%	-3	-15%	-4%	-9%
Cc1ccc(SCC(=O)N(C)C2CCS(=O)(=O)C2)cc1 (centres undefined)	-3%[10 µM]	2%	5%	-8%	-6%	-1%	-10%	6	-2%	-4%	4%
Cc1cc(C)n(-c2nc(NCCCO)c3c4c(sc3n2)CCCC4)n1	2.8µM*	1%	21µM*	1.6µM*	-8%	u	16%	7	20%	6%	-19%
O=c1[nH]c(SCc2ccccc2Cl)nc2c1CCC2	-7%	-3%	-11%	-1%	18%	20%	6%	-2	0%	-1%	2%
CCCc1cc(=O)[nH]c(Nc2ccc3c(c2)OCCO3)n1	-9%	-6%	u	u	6%	3%	1%	3	5%	14%	-8%
NNC(=O)c1ccccc1OCCOc1ccccc1	3%	0%	-10%	-1%	-32%	11%	-1%	27	12%	-2%	u
COc1ccc(CCN2CC(C(=O)NCCc3cn[nH]c3)CCC2=O)cc1 (centres undefined)	-11%	x	0%	2%	4%	7%	-13%	17	0%	3%	x
Cc1oc(-c2ccccc2Cl)nc1CSCC(=O)NC1CC1	-3%	3%	u	-4%	1%	7%	15%	0	-2%	0%	-18%
COC(=O)c1cccc(CSc2nc(-c3ccccc3)c(C#N)c(=O)[nH]2)c1	-15%	x	-3%	0%	1%	-2%	1%	3	0%	-1%	u
CC(=O)Nc1cccc(C(=O)Nc2ccccc2N2CCOCC2)c1	-1%	-4%	1%	1%	-84%[inhibitor]	0%	-1%	2	-3%	2%	2%
Cc1cc(Nc2ccc(F)cc2F)n2ncnc2n1	2%	-3%	4%	-16%	-8%	0%	1%	-18	0%	-4%	0%
CCC(O)(CC)C(=O)NN(C(=O)CCl)c1ccccc1	2%	-5%	1%	-28%	-43%	-27%	-1%	15	4%	-3%	14%
CCN(CC)S(=O)(=O)c1ccc(N2CC(C(=O)N3CCOCC3)CC2=O)cc1 (centres undefined)	x	x	3%	x	10%	-2%	-4%	13	4%	2%	x
COc1ccc(NC(=O)C2CC(c3ccc(Cl)cc3)=NO2)cc1OC (centres undefined)	3%	10%	0%	u	-1%	6%	7%	-1	2%	-1%	5%
O=C1/C(=C\c2ccc3c(c2)OCO3)CCC/C1=C/c1ccc2c(c1)OCO2	-8%	0%	u	-28%	3%	u	0%	-6	-3%	1%	0%
Cn1cc(C(C[N+](=O)[O-])c2ccccc2)c2ccccc21 (centres undefined)	3%	x	-4%	u	-29%	5%	-21%	0	-35%[inhibitor]	2%	48%[activator]
O=C(N/C(=C\c1ccccc1Cl)C(=O)N1CCOCC1)c1ccc([N+](=O)[O-])cc1	8%	2%	0%	2%	-2%	10%	-2%	38[activator]	-2%	27%	-3%
Cc1cc(C(=O)NNC(=O)c2ccc(Cl)cc2)c2ccccc2n1	x	x	-30%	x	-18%	-7%	-2%	-19	-8%	4%	x
Cc1cccc(N2C(=O)c3ccccc3C2=O)n1	0%	x	0%	-14%	-23%	6%	-1%	8	-7%	0%	6%
CC(C)Cc1oc(C(=O)O)cc1CN1CCOCC1	4%	-10%	-2%	-6%	1%	20%	0%	-3	-2%	-1%	-13%
Cn1c(CNC(=O)CNS(=O)(=O)c2ccc(Cl)cc2)cc(=O)n(C)c1=O	2%	x	1%	-7%	14%	6%	-5%	-19	-4%	0%	20%
CC1(C)Cc2c(C#N)c(SCCC#N)nc(N3CCOCC3)c2CS1	-3%	0%	-2%	-45%	-30%	-9%	-5%	-14	0%	-2%	17%
O=C(CSc1nc2scc(-c3ccco3)c2c(=O)n1-c1ccccc1)NCC1CCCO1 (centres undefined)	6%	u	1%	-3%	-2%[1.84 µM]	-3%	-12%	26	-5%	-7%	45%[activator]
CCCn1c(NC(=O)C2COc3ccccc3O2)nc2ccccc21 (centres undefined)	1.4µM*	12%	-1%	1.4µM*	-42%	-19%	-4%	3	-2%	3%	-11%
Cc1cc(NC(=O)CS(=O)(=O)c2cn(C)c3ccccc23)no1	-5%	10%	-1%	0%	-3%	3%	-2%	-19	-2%	-15%	1%
CN(C)S(=O)(=O)c1ccc(Cl)c(C(=O)Nc2ccccc2[N+](=O)[O-])c1	-5%	1%	1%	-8%	-4%	-1%	-2%	-3	-6%	-3%	18%
OC(CN1CCCCC1)Cn1c2ccccc2c2cc(Br)ccc21 (centres undefined)	-1%	x	7%	-13%	-58%	-1%	3%	-10	-6%	-6%	u
Cc1[nH]c(-c2ccc(F)cc2)cc1C(=O)N1CCN(c2cccc(Cl)c2)CC1	-4%	x	-1%	16%	-70%	-6%	-7%	2	0%	-4%	30%[activator]

Entries listed so far shown as hits in RORgamma inh:
SMILES,PKM2 act,RORgamma inh,BRCA1 expr act,p53 reactivation,Rab9 prom act,NPC1 promoter act,Menin MLL FP TR
CCOC(=O)C1CCCN(C(=S)Nc2cc(C)cc(C)c2)C1 (centres undefined),-5%,11µM*,1%,-3%,2%,2%,x
Cc1cc(C)n(-c2nc(NCCCO)c3c4c(sc3n2)CCCC4)n1,1%,1.6µM*,-8%,u,16%,20%,-19%
CCCn1c(NC(=O)C2COc3ccccc3O2)nc2ccccc21 (centres undefined),12%,1.4µM*,-42%,-19%,-4%,-2%,-11%

Record cards, from the list above. Order of values: VP16 counter, PKM2 act, FLuc counter, RORgamma inh, BRCA1 expr act, p53 reactivation, Rab9 prom act, Giardia kill, NPC1 promoter act, ELG1 genotoxic, Menin MLL FP TR
Cc1cccc(N2C(=O)c3ccccc3C2=O)n1 in the list: 0%, x, 0%, -14%, -23%, 6%, -1%, 8, -7%, 0%, 6%
CC(C)Cc1oc(C(=O)O)cc1CN1CCOCC1 in the list: 4%, -10%, -2%, -6%, 1%, 20%, 0%, -3, -2%, -1%, -13%
Cc1oc(-c2ccccc2Cl)nc1CSCC(=O)NC1CC1 in the list: -3%, 3%, u, -4%, 1%, 7%, 15%, 0, -2%, 0%, -18%

Screening results deposited in PubChem by National Center for Advancing Translational Sciences (NCATS).
